Compound activity as filed in PubChem.
GASC-1 inh = inhibitors of human GASC-1 (JMJD2C) demethylase. GST-JMJD2C(1-420) H3K9me3 demethylation, DELFIA europium. inhibition, % at 2.35 µM. hit rate 0.069% among 330,000. AID 2099;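 active = more than half of a compound's replicate wells show inhibition beyond 50%, single wells judged on their own value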;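 also: signal counts dimethyl H3K9 product captured on neutravidin plate; 0% = median of DMSO wells and 100% = 0.3 times that DMSO median; strong numbers were not always called active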
Target sequence (Q9H3R0 1-420 limits assumed): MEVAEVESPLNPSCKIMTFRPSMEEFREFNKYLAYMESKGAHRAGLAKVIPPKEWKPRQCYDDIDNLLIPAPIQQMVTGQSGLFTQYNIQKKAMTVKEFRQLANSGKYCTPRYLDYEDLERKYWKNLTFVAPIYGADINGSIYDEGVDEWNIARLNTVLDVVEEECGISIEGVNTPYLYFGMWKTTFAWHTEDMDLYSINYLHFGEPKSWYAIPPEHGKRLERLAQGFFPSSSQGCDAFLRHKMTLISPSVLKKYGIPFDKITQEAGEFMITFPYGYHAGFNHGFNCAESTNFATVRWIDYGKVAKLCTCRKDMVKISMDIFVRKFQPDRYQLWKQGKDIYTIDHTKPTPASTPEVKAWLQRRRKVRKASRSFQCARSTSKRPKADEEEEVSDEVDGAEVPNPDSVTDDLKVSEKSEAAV
core dimer inh = HCV core protein dimerization inhibition; AID 1899; hit rate 0.33% among 300,000; inhibition, % at 5 µM; TR-FRET GST/Flag-core106 dimerization, 1536-well;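 active = inhibition above the mean of all tested compounds plus 3 SD, set per screening campaign, cut at about 45% in these data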
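Material: GST/Flag-tagged HCV core106 proteins. Incubation: 4 h, 22.5 °C incubation. Read-out basis: inhibition (%) from 671 over 617 nm ratio. Measured by: TR-FRET, excitation 340 nm, emission 617 and 671 nm.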
procasp7 counter = activates human procaspase-7, counter-screen for procaspase-3 activators | activation, % at 8.5 µM | recombinant procaspase-7, Ac-DEVD-pNA absorbance 405 nm; D23A/D198A/D206A triple mutant, cannot self-cleave; scale: DMSO 0, 5 µM enzyme 100 | hit rate 0.093% among 330,000 | AID 463210 | P55210;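 active = percent activation above the screen-wide mean plus 3 SD, cut at about 25% in these data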
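System: Procaspase-7 triple mutant (PC-7 D3A); measure: % activation from two-timepoint absorbance difference, scaled to controls; times: 1 h compound preincubation, 2 h substrate cleavage, 25 °C; also added: Ac-DEVD-pNA substrate, 400 µM as added; measured by: Epi-absorbance of released pNA at 405 nm, two timepoints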
PP1 counter = counter-screen for PP5 inhibitors: inhibitors of human PP1-alpha; P62136; purified PP1alpha, OMFP fluorescence; inhibition, % at 6.7 µM; hit rate 0.9% among 320,000;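 active = inhibition above the mean inhibition of all tested compounds plus 3 SD, computed separately for each screening campaign, cut at about 15% in these data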
TPT1 inhibitor = blocks Candida albicans tRNA 2'-phosphotransferase; hit rate 0.81% among 300,000; inhibition, % at 5 µM; AID 1962; recombinant caTPT1, FP RNA substrate dephosphorylation;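 active = inhibition above the mean of all tested compounds plus 3 SD, set per screening campaign, cut at about 24% in these data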;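 also: plate controls were DMSO alone for no effect and ferristatin control at 100 nM for full effect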
Efflux pump inh = antifungal efflux pump inhibition, Nile Red retention; S. cerevisiae Candida pump triplex; hit rate 0.44% among 330,000; inhibition, % at 10 µM;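 active = plate passing quality check with inhibition over a set limit, or well fluorescence over plate mean plus 4 SD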;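 also: Nile Red retained in pooled yeast measured as flow cytometry median fluorescence; 0% = buffer negative control and 100% = Enniatin B positive control; higher means more Nile Red kept so more efflux inhibition; some compounds called inactive have numbers as strong as hits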
procasp3 activ = activates human procaspase-3 | hit rate 0.11% among 330,000 | recombinant procaspase-3 D3A, Ac-DEVD-pNA absorbance 405 nm | activation, % at 8.5 µM | P42574;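 active = activation above the mean of all tested compounds plus 3 SD, cut at about 21% in these data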;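 also: 0% = DMSO alone and 100% = DMSO wells spiked with extra 5 µM PC-3 D3A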
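Assay system – Procaspase-3 D3A mutant, all three cleavage aspartates alanine · Controls – DMSO-only low control, 5 µM PC-3 D3A high control · Schedule – 1 h compound preincubation, 2 h substrate hydrolysis at 25 °C · Signal – 405 nm absorbance of p-nitroaniline, reads at 0 and 120 min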
Fh CTSL1 inh = blocks F. hepatica cathepsin L1 in PFM18AAP counter-screen; recombinant F. hepatica cathepsin L1, Z-Leu-Arg-MCA fluorescence; inhibition, % at 5.96 µM; hit rate 0.49% among 300,000;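 active = inhibition above the mean of all tested compounds plus 3 SD, set per screening campaign, cut at about 17% in these data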;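 also: 0% = plate median of test compound wells and 100% = 1 µM Z-Phe-Ala-diazomethylketone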
PP5 primary = PP5 (human) phosphatase inhibition; P53041; purified PP5c, OMFP substrate fluorescence; inhibition, % at 6.7 µM; hit rate 0.18% among 320,000;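 active = inhibition above the campaign's mean inhibition across all tested compounds plus 3 SD, cut at about 9.5% in these data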;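 also: 0% = DMSO only and 100% = 100 µM cantharidin control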
Target sequence (P53041 whole entry, looked up): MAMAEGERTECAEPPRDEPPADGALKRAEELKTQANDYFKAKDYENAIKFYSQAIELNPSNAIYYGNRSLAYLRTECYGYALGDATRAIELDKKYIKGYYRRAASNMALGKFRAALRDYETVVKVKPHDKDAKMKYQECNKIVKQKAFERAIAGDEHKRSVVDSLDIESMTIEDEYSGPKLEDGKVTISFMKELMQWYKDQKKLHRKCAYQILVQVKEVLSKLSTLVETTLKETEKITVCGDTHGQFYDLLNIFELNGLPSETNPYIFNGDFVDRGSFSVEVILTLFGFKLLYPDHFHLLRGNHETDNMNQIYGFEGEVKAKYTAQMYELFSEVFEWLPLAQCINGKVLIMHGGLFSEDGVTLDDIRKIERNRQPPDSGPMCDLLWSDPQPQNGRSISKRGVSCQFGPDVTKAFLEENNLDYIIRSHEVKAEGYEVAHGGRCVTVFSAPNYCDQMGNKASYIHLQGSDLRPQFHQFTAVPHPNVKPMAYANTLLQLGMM
Numbers without * were called inactive; & = joins results of further samples. Compounds as they come; 2.9% or so of the library scored in one or more.

For CCc1nnc(NC(=O)CSc2nnc(COc3ccc(C)cc3)n2-c2ccccc2)s1 the results were GASC-1 inh -6, core dimer inh 5, procasp7 counter 2, PP1 counter 1, TPT1 inhibitor -1, Efflux pump inh -0.3, procasp3 activ 6, Fh CTSL1 inh 2 and PP5 primary 1.6.
`Cc1ccc(NNC(=O)c2c(F)cccc2Cl)cc1Cl` gave GASC-1 inh -2, core dimer inh 3, procasp7 counter -4, PP1 counter 0, TPT1 inhibitor 2, Efflux pump inh 0.0, procasp3 activ 2, Fh CTSL1 inh 0 and PP5 primary -1.6.
`COC(=O)CCC(=O)OC1(C)C(=O)C=C2C=C(C3CC3)N(CCc3c[nH]c4ccccc34)C=C2C1=O` (stereo unspecified) gave GASC-1 inh -1, core dimer inh 9, procasp7 counter -10, PP1 counter 11, TPT1 inhibitor -2, Efflux pump inh 0.0, procasp3 activ -10, Fh CTSL1 inh -11 and PP5 primary 8.4.
`COc1ccc(OCc2cccc(C(=O)Nn3cc([N+](=O)[O-])cn3)c2)cc1` gave GASC-1 inh 3, core dimer inh 7, procasp7 counter 2, PP1 counter -4, TPT1 inhibitor -3, Efflux pump inh -0.1, procasp3 activ 3, Fh CTSL1 inh 1 and PP5 primary 5.4.
For O=C(CN1C(=O)c2ccccc2S1(=O)=O)NCCC1=CCCCC1 the results were GASC-1 inh 12&8, core dimer inh -5, procasp7 counter 4, PP1 counter 0, TPT1 inhibitor -3, Efflux pump inh 0.0, procasp3 activ 3, Fh CTSL1 inh -3 and PP5 primary -0.9.
Screening CCOc1cc(CNCCc2ccc(S(N)(=O)=O)cc2)ccc1OCC(=O)NC1CCCCC1 returned GASC-1 inh 8, core dimer inh 2, procasp7 counter 4, PP1 counter 1, TPT1 inhibitor -2, Efflux pump inh 0.3, procasp3 activ 0, Fh CTSL1 inh -5 and PP5 primary 2.1.
Screening COc1ccccc1-c1cc(C(=O)N2CCN(c3ccccc3OC)CC2)no1 returned GASC-1 inh -3, core dimer inh 8, procasp7 counter -7, PP1 counter 1, TPT1 inhibitor 1, Efflux pump inh 0.1, procasp3 activ 2, Fh CTSL1 inh 2 and PP5 primary 0.8.
CCC(C)(NC(=O)c1ccccn1)C(=O)NC1CCCCC1 (stereo unspecified) was read as GASC-1 inh 1, core dimer inh 0, procasp7 counter 15, PP1 counter -2, TPT1 inhibitor 0, Efflux pump inh 0.1, procasp3 activ 1, Fh CTSL1 inh -1 and PP5 primary 3.2.
Screening O=C(NCc1ccccc1)c1ccc(CS(=O)(=O)c2ccccc2)o1 returned GASC-1 inh 0, core dimer inh -3, procasp7 counter 21, PP1 counter -2, TPT1 inhibitor -3, Efflux pump inh -0.1, procasp3 activ -10, Fh CTSL1 inh 5 and PP5 primary 0.4.
Screening Nc1nnc(-c2ccc(Cl)c([N+](=O)[O-])c2)s1 returned GASC-1 inh 5, core dimer inh 3, procasp7 counter 2, PP1 counter 0, TPT1 inhibitor -3, Efflux pump inh 0.0, procasp3 activ 3, Fh CTSL1 inh 4 and PP5 primary -2.7.

The final 2 records of the part before are carried over, then new ones follow.
Screening O=C(NCc1ccccc1)c1ccc(CS(=O)(=O)c2ccccc2)o1 returned GASC-1 inh 0, core dimer inh -3, procasp7 counter 21, PP1 counter -2, TPT1 inhibitor -3, Efflux pump inh -0.1, procasp3 activ -10, Fh CTSL1 inh 5 and PP5 primary 0.4.
Screening Nc1nnc(-c2ccc(Cl)c([N+](=O)[O-])c2)s1 returned GASC-1 inh 5, core dimer inh 3, procasp7 counter 2, PP1 counter 0, TPT1 inhibitor -3, Efflux pump inh 0.0, procasp3 activ 3, Fh CTSL1 inh 4 and PP5 primary -2.7.
`CC1CN(C(=O)c2ccc(COc3ccc4ccccc4c3)o2)CC(C)O1` (stereo unspecified) gave GASC-1 inh 16, core dimer inh 6, procasp7 counter -7, PP1 counter -2, TPT1 inhibitor 2, Efflux pump inh 0.1, procasp3 activ 10, Fh CTSL1 inh 5 and PP5 primary 0.3.
`S=c1[nH]nc(-c2cccnc2)n1/N=C/c1ccccc1` gave GASC-1 inh 5, core dimer inh -3, procasp7 counter -5, PP1 counter 1, TPT1 inhibitor -2, Efflux pump inh 0.0, procasp3 activ -6, Fh CTSL1 inh -2 and PP5 primary 1.4.
`CN(C)/C=C/C(=O)c1cnc(-c2ccccc2Cl)s1` gave GASC-1 inh 2, core dimer inh -3, procasp7 counter -3, PP1 counter -5, TPT1 inhibitor 10, Efflux pump inh -0.1, procasp3 activ 6, Fh CTSL1 inh 4 and PP5 primary -2.3.
`Cc1ccc2nc(NC(=O)C3CCN(S(=O)(=O)c4ccc5c(c4)oc(=O)n5C)CC3)sc2c1` gave GASC-1 inh 7, core dimer inh 5, procasp7 counter -7, PP1 counter -3, TPT1 inhibitor -3, Efflux pump inh -0.1, procasp3 activ -5, Fh CTSL1 inh -1 and PP5 primary -0.7.
`Cc1ccc(C(=O)OCC(=O)NCc2ccc3c(c2)OCO3)o1` gave GASC-1 inh -1, procasp7 counter -4, Efflux pump inh -0.1 and procasp3 activ 0.
For O=C(CSc1nc2ccccc2[nH]1)N/N=C/C=C\c1ccccc1[N+](=O)[O-] the results were GASC-1 inh -11, core dimer inh -13, procasp7 counter 0, PP1 counter -2, TPT1 inhibitor -5, Efflux pump inh -0.8, procasp3 activ 8, Fh CTSL1 inh 4 and PP5 primary -1.4.
For CC(C)C(=O)NNC(=O)C1CC1(c1ccccc1)c1ccccc1 (stereo unspecified) the results were GASC-1 inh 1, core dimer inh 3, procasp7 counter -5, PP1 counter -2, TPT1 inhibitor 6, Efflux pump inh 0.0, procasp3 activ 1, Fh CTSL1 inh -2 and PP5 primary 0.5.
O=C(Nc1cc(-c2nc3ncccc3o2)ccc1Cl)c1ccc2c(c1)OCO2 was read as GASC-1 inh -1, procasp7 counter 6, PP1 counter -3, Efflux pump inh -0.1, procasp3 activ 4 and PP5 primary 0.0.
`N#Cc1cnc(NCc2ccc(Cl)cc2Cl)nc1` gave GASC-1 inh -13, core dimer inh 7, procasp7 counter -1, PP1 counter 4, TPT1 inhibitor -2, Efflux pump inh -0.1, procasp3 activ 9, Fh CTSL1 inh 0 and PP5 primary 0.5.
CC(=O)c1sc(-c2ccc(Cl)cc2)cc1N was read as GASC-1 inh 8, core dimer inh 13, procasp7 counter 5, PP1 counter -1, TPT1 inhibitor 2, Efflux pump inh -0.1, procasp3 activ -5, Fh CTSL1 inh 4 and PP5 primary 2.1.
Screening O=C(CSc1nc2ccccc2c(=O)n1-c1ccc(F)cc1F)Nc1ccc2c(c1)CCC2 returned GASC-1 inh -3, core dimer inh 25, procasp7 counter 8, PP1 counter 10, TPT1 inhibitor -1, Efflux pump inh 0.1, procasp3 activ 5, Fh CTSL1 inh -1 and PP5 primary 6.1.
Screening O=C(Nc1ccccn1)c1cccc(S(=O)(=O)N2CCOCC2)c1 returned GASC-1 inh 1, core dimer inh -1, procasp7 counter 2, PP1 counter 1, TPT1 inhibitor -3, Efflux pump inh 0.0, procasp3 activ 1, Fh CTSL1 inh -4 and PP5 primary 1.7.
COC(=O)c1nc(NC(=O)c2cc(OC)c(OC)c(OC)c2)n[nH]1 was read as GASC-1 inh -5, core dimer inh -13, procasp7 counter 6, PP1 counter 0, TPT1 inhibitor -4, Efflux pump inh -0.1, procasp3 activ 8, Fh CTSL1 inh 2 and PP5 primary 1.6.
Screening COC(=O)c1ccc(CNC(=O)C2CCC(=O)N(Cc3ccccn3)C2)cc1 (stereo unspecified) returned GASC-1 inh -19, core dimer inh -3, procasp7 counter -9, PP1 counter -1, TPT1 inhibitor 0, Efflux pump inh 0.0, procasp3 activ 5, Fh CTSL1 inh -1 and PP5 primary 3.0.
`COc1ccc(/C=C/C(=O)C(C(N)=O)=C2SCCS2)cc1` gave GASC-1 inh 7, core dimer inh 0, procasp7 counter -11, PP1 counter -1, TPT1 inhibitor -1, Efflux pump inh -1.7, procasp3 activ -3, Fh CTSL1 inh 4 and PP5 primary -0.7.
For CCOc1ccc(-c2nc(-c3ccc(OC)cc3)no2)cc1OCC the results were GASC-1 inh 5, core dimer inh -4, procasp7 counter 2, PP1 counter 1, TPT1 inhibitor -4, Efflux pump inh 0.1, procasp3 activ 5, Fh CTSL1 inh 5 and PP5 primary 4.1.
COC(=O)c1ccc(NC(=O)CSc2nnc(-c3cccnc3)o2)cc1 was read as GASC-1 inh 4, core dimer inh -1, procasp7 counter 9, PP1 counter -3, TPT1 inhibitor 0, Efflux pump inh 0.3, procasp3 activ -9, Fh CTSL1 inh 2 and PP5 primary -1.8.
`CCOC(=O)c1c(NC(=S)NC)sc2c1CC(C)(C)SC2` gave GASC-1 inh 0, core dimer inh 5, procasp7 counter -17, PP1 counter -6, TPT1 inhibitor 1, Efflux pump inh 0.1, procasp3 activ -11, Fh CTSL1 inh 3 and PP5 primary 0.2.
`COCCN1C(=O)C(=O)/C(=C(/O)c2ccc(S(=O)(=O)N3CCOCC3)cc2)C1c1ccc(OC)c(OC)c1` (stereo unspecified) gave GASC-1 inh 1, core dimer inh -2, procasp7 counter 0, PP1 counter 3, TPT1 inhibitor 0, Efflux pump inh 0.0, procasp3 activ -2, Fh CTSL1 inh 3 and PP5 primary -1.1.
For O=S1(=O)N=C2CCCCCN2C(c2ccc(Br)cc2)N1 (stereo unspecified) the results were GASC-1 inh 44, core dimer inh -2, procasp7 counter 2, PP1 counter -2, TPT1 inhibitor -4, Efflux pump inh 0.2, procasp3 activ -1, Fh CTSL1 inh -3 and PP5 primary 0.0.
Screening CS(=O)(=O)Nc1cccc(C2=NN(C(=O)c3ccccc3)C(c3cccs3)C2)c1 (stereo unspecified) returned GASC-1 inh 64, core dimer inh 10, procasp7 counter 0, PP1 counter -2, TPT1 inhibitor -3, Efflux pump inh 0.2, procasp3 activ 1, Fh CTSL1 inh -1 and PP5 primary 3.5.
O=C(C1CC1)N1CCc2cc(Br)cc(S(=O)(=O)N3CCOCC3)c21 was read as GASC-1 inh 0, core dimer inh 0, procasp7 counter 4, PP1 counter -2, TPT1 inhibitor 4, Efflux pump inh -0.3, procasp3 activ 3, Fh CTSL1 inh 1 and PP5 primary 1.9.
Screening CCn1cnc2sc(C(=O)N(Cc3ccc(N(C)C)cc3)Cc3ccco3)c(C)c2c1=O returned GASC-1 inh -2, core dimer inh 7, procasp7 counter 0, PP1 counter -1, TPT1 inhibitor -1, Efflux pump inh 0.0, procasp3 activ 0, Fh CTSL1 inh 4 and PP5 primary -0.3.
C[C@H]1CN([C@@H](C)CO)C(=O)c2cc(NC(=O)CCN3CCOCC3)ccc2O[C@H]1CN(C)C(=O)Nc1ccc(F)cc1 was read as GASC-1 inh -5, procasp7 counter 2, Efflux pump inh -0.3 and procasp3 activ 2.
Screening O=C(NCc1cccnc1)c1ccc(Br)s1 returned GASC-1 inh -8, core dimer inh -1, procasp7 counter -6, PP1 counter 2, TPT1 inhibitor 4, Efflux pump inh -0.1, procasp3 activ 1, Fh CTSL1 inh -3 and PP5 primary 5.6.
